# Compound activity: PubChem BioAssay, several laboratories
# NOD1 inhibition = NOD1 signaling inhibitors, primary screen, cell-based, luminescence, uHTS (AID 1578); NOD1-driven NF-kB luciferase reporter cells, luminescence; higher % means a stronger effect; one-dose inhibition, % at 4 µM; EC50 in µM for titrated hits; hit rate 1% among 290,000; in the data active = inhibition mostly above about 36%, no sharp cut-off; inactive = mostly below about 34%;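 note: HEK-293T reporter cells stimulated with the NOD1 agonist gamma-tri-DAP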
# NOD2 inhibition = NOD2 signaling inhibitors, cell-based, luminescence, uHTS, HEK293 (AID 1566); HEK293 NOD2/NF-kB luciferase reporter, luminescence; higher % means a stronger effect; inhibition, % at 4 µM; hits with a dose series show EC50 in µM; hit rate 0.63% among 290,000; note: many of its hits are not listed in these tables
# GPR55 LPI antagonism = GPR55 antagonists blocking LPI-driven arrestin recruitment, primary screen, imaging, U2OS, beta-arrestin-GFP, LPI agonist (AID 2013). G-protein coupled receptor 55 (Homo sapiens). U2OS GPR55 beta-arrestin-GFP translocation imaging, LPI antagonism; higher % means a stronger effect. one-dose inhibition, % at 10 µM; IC50 in µM for titrated hits. hit rate 0.13% among 290,000;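 active = spots per cell inhibited over 60%, with over 100 cells counted and total cytoplasm intensity under 500,000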;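 note: U2OS cells stably carrying GPR55 and arrestin-GFP stimulated by 5 µM LPI near EC80; imaged beta-arrestin-GFP aggregate spots per cell after agonist stimulation; plate controls were LPI-stimulated DMSO wells for no effect and DMSO wells without LPI for full effect; some results filed as inactive read as strong as hits; confirmed hits need IC50 under 10 µM and bright autofluorescent wells are also inconclusive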
# HIV peptide binding = inhibitors of HIV fusion peptide binding, primary screen, biochemical, uHTS, fluorescence dequenching (AID 1986); hit rate 0.3% among 290,000; cell-free peptide binding, fluorescence dequenching, 30 min; higher % means a stronger effect; inhibition, % at 20 µM, or IC50 in µM where a hit was titrated; in the data active = inhibition mostly above about 52%, no sharp cut-off; inactive = mostly below about 76%; note: some results filed as inactive read as strong as hits
# KOR beta-arrestin-1 = KOR agonists, beta-arrestin recruitment, primary screen, cell-based, luminescence, uHTS (AID 1777). KOR beta-arrestin recruitment, luminescence; higher % means a stronger effect. activation, % at 10 µM, or EC50 in µM where a hit was titrated. hit rate 0.02% among 280,000; in the data active = activation above about 50%, passing the limit was not always enough; note: a part of the inactive calls stands beside numbers as strong as those of hits
# SV40 large T antigen = SV40 large T antigen inhibitors, biochemical (AID 1903). SV40 large T antigen ATPase/helicase inhibition assay; higher % means a stronger effect. inhibition, % at 20 µM; hits with a dose series show IC50 in µM. hit rate 0.39% among 310,000; in the data active = a potency from the dose series; note: strong numbers were not always called active
# GPR55 activation = GPR55 agonists via beta-arrestin recruitment, primary screen, imaging, U2OS cells, beta-arrestin-GFP redistribution (AID 1961); G-protein coupled receptor 55 (Homo sapiens); activation, % at 10 µM; hits with a dose series show EC50 in µM; U2OS GPR55 beta-arrestin-GFP redistribution imaging; higher % means a stronger effect; hit rate 0.048% among 290,000;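 active = activation above 40% with more than 50 cells counted in the well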;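 note: U2OS osteosarcoma cells stably expressing GPR55 and beta-arrestin-GFP; plate controls were DMSO negative control for no effect and LPI positive control for full effect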
# KOR beta-arrestin-2 = KOR antagonists, beta-arrestin recruitment, cell-based, luminescence, uHTS (AID 1778); Kappa-type opioid receptor (Homo sapiens); KOR beta-arrestin recruitment, luminescence, antagonist mode; higher % means a stronger effect; one-dose inhibition, % at 10 µM; IC50 in µM for titrated hits; hit rate 0.091% among 290,000; note: strong numbers were not always called active
# MgcRacGAP inhibition = MgcRacGAP GTPase-activating activity inhibitors, confirmation, biochemical, ADP Hunter fluorescence. Rac GTPase-activating protein 1 (Homo sapiens). MgcRacGAP-stimulated Rac1 GTP hydrolysis, ADP Hunter fluorescence; higher % means a stronger effect; GST-tagged Rac1 F28L mutant substrate. inhibition, % at 30 µM, or IC50 in µM where a hit was titrated. hit rate 0.6% among 340,000. AID 624330, 2012;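 active = first-screen hits whose inhibition reached a set limit at any dose in the follow-up dose series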;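 note: fluorescence reports GDP produced by GAP-driven GTP hydrolysis; strong numbers were not always called active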
# * = called active by the depositor; . = no result given; [ ] = remark or other dose. Cut-off read from the data, not from the text of the source, unless noted: active = inhibition above about 50%; inactive = the rest.
SMILES,NOD1 inhibition,NOD2 inhibition,GPR55 LPI antagonism,HIV peptide binding,KOR beta-arrestin-1,SV40 large T antigen,GPR55 activation,KOR beta-arrestin-2,MgcRacGAP inhibition
O=C(Nc1ccc(Cl)cc1)c1ccncc1,-15%,-5%,-4%,-0.7%,1.6%,8%,0.2%,11%,4%
CCN(CC)CCCNC(=O)CCn1nc(-c2ccc(Cl)cc2)ccc1=O,-5%,5%,3%,-0.9%,-5.7%,5%,0.6%,8%,6%
Cn1c(=O)[nH]c(=O)c2c1nc1n2CCCN1Cc1ccccc1,-3%,-6%,11%,1.0%,-0.6%,3%,0.3%,35%,.
Cc1cc(=O)n2[nH]c(SCc3ccccc3)nc2n1,8%,7%,2%,0.7%,-6.4%,7%,0.6%,14%,6%
Cc1cc(Cl)cc(Cl)c1OCCN1CCCC1,-37%,-4%,5%,0.0%,-3.9%,30%,-0.1%,-1%,12%
FC(F)(F)c1cc(-c2cccs2)nc2cc(-c3cccs3)nn12,-4%,10%,2%,0.8%,3.4%,18%,0.2%,24%,.
CCCn1nnnc1NCc1ccc(OC)cc1,-12%,8%,4%,1.5%,2.7%,7%,0.3%,-55%[20 µM],5%
COCc1[nH]nc2c1C(c1ccccc1OC)C(C#N)=C(N)O2 (stereo not drawn),-5%,-3%,-18%,-0.6%,1.8%,19%,-0.1%,-20%,6%
C=CCn1nc(-c2ccccc2)c2c(C)onc2c1=O,-52%,-3%,-4%,0.7%,3.8%,2%,0.3%,2%,5%
COc1ccc(COc2ccc3c(C)cc(=O)oc3c2)cc1,-49%,-51%,-9%,-1.2%,1.8%,2%,-0.2%,1%,2%
O=S(=O)(c1ccc(-c2ccon2)s1)N1CCN(c2ccncc2)CC1,5%,-12%,-18%,-3.0%,-2.4%,-2%,0.3%,26%,.
COc1ccc(N2CCN(C(=O)CCNC(=O)Cn3ccc4ccccc4c3=O)CC2)cc1,-19%,-2%,15%,2.3%,-5.0%,17%,-0.2%,18%,27%
CCOC(=O)C(C)Sc1nnc(NC(=O)c2cccc([N+](=O)[O-])c2C)s1 (stereo not drawn),-18%,12%,10%,4.5%,-0.1%,16%,1.5%,-4%,3%
O=C1NC[C@@H](Cc2ccc(O)cc2)N(CC2CCCCC2)C1=O,-7%,6%,-4%,-0.3%,1.0%,2%,-0.1%,3%,7%
NC(=O)c1ccsc1NC(=O)c1ccc2c(c1)CCCC2,-47%,-147%,10%,1.1%,0.0%,15%,0.3%,0%,2%
COc1cccc(-n2c(SCC(=O)NCCc3ccccc3)nnc2-c2ccoc2C)c1,17%,3%,3%,3.8%,3.0%,9%,0.4%,2%,0%
COc1ccccc1NC(=O)COC(=O)CNC(=O)c1ccc(OC)c(OC)c1,1%,3%,-8%,-1.4%,-1.2%,18%,0.0%,-4%,3%
CCc1nnc(NC(=O)C2CC(=O)N(Cc3ccccc3)C2)s1 (stereo not drawn),-14%,6%,7%,-0.4%,3.3%,4%,-0.2%,-10%,2%
CCN(c1ccccc1)S(=O)(=O)c1ccc(OC)c(N=N/C(C(=O)Nc2ccccc2)=C(/C)O)c1,-13%,11%,10%,1.1%,1.5%,8%,-0.5%,-13%,-4%
O=C(NCCCN1CCCC1=O)c1nnc(Cc2c(F)cccc2Cl)o1,-24%,11%,7%,-0.5%,.,-6%,-0.1%,-12%,-2%
COc1ccc(CSCC(=O)NCCC(C)C)cc1,-16%,11%,-8%,1.0%,-3.4%,11%,0.3%,-24%,8%
O=C(Nc1ccc(Br)cn1)c1ccc(Br)s1,-3%,-43%,-2%,0.2%,-1.9%,1%,0.0%,2%,5%
O=S(=O)(N/N=C\C=C\c1ccccc1)c1ccc(Cl)cc1,.,1%,15%,-1.3%,6.4%,4%,-0.1%,-33%,-4%
CC1(C)NC(C(=O)O)Cc2c1[nH]c1ccccc21 (stereo not drawn),31%,1%,2%,-2.1%,12%,11%,0.8%,-26%,9%
Cc1cc(C2=NNC(=Nc3ccc(S(=O)(=O)N4CCOCC4)cc3)SC2)c(C)n1CC1CCCO1 (stereo not drawn),-14%,4%,-9%,0.7%,-0.1%,12%,0.1%,-27%,9%
SMILES,NOD1 inhibition,NOD2 inhibition,GPR55 LPI antagonism,HIV peptide binding,KOR beta-arrestin-1,SV40 large T antigen,GPR55 activation,KOR beta-arrestin-2,MgcRacGAP inhibition
CCCn1c(Cc2ccccc2)nnc1SCC(=O)N1CCOCC1,10%,-2%,8%,2.6%,-4.9%,-1%,-0.1%,-3%,9%
Clc1ccc(NCc2cccnc2)cc1,-5%,-6%,0%,0.3%,-2.8%,13%,-0.1%,13%,8%
COc1ccc(S(=O)(=O)N2CCN(C(=O)COc3ccc4c(C)cc(=O)oc4c3)CC2)cc1,-43%,7%,18%,1.1%,-5.7%,8%,0.2%,5%,.
O=S(=O)(c1ccccc1)N1CCc2ccccc2C1,7%,-12%,-5%,0.5%,0.4%,6%,-0.2%,-24%[20 µM],4%
NC(=O)NN=C1C2CCCC1C(c1ccccc1)NC2c1ccccc1 (stereo not drawn),4%,16%,11%,-2.1%,-0.3%,12%,-0.1%,28%,-9%
NS(=O)(=O)c1ccc(CCNC(=O)c2ccc(CS(=O)(=O)c3ccc(Br)cc3)o2)cc1,-4%,16%,9%,0.1%,-4.6%,.,0.3%,-12%,7%
COc1ccc(/C(C)=N/NC(=O)C2CC2)cc1,-40%,-3%,6%,-1.2%,-3.5%,-1%,0.2%,-61%[20 µM],1%
CC(=O)Nc1ccc(S(=O)(=O)NCc2ccc(C(=O)NCc3ccc4c(c3)OCO4)cc2)cc1,-2%,4%,-10%,0.6%,-3.2%,3%,-0.3%,34%,5%
Cc1ccc(COc2ccc(C(=O)NN)cc2)cc1,-44%,-18%,10%,0.7%,-6.0%,4%,-0.1%,-17%[20 µM],9%
Cc1c(O)c(CN2CCCCC2)cc2c3c(c(=O)oc12)CCC3,-15%,5%,5%,-0.4%,-2.0%,8%,-0.2%,38%,6%
COc1cc(OC)c(OC)cc1CNCc1ccco1,-8%,7%,-1%,-1.7%,-2.5%,17%,0.0%,9%,21%
Cc1cc2oc(=O)cc(COC(=O)Cn3cnnn3)c2cc1C(C)C,-30%,16%,-13%,-0.2%,0.6%,0%,-0.1%,21%,-1%
CCOC(=O)c1ccc(NC2c3ccccc3C(=O)N2c2cccnc2)cc1 (stereo not drawn),-40%,-10%,5%,-1.0%,-2.3%,7%,-0.1%,37%,7%
CN1CCSc2ccc(C(=O)NCc3ccccc3)cc21,0%,-7%,2%,-1.6%,-5.6%,16%,0.6%,-8%[20 µM],11%
COc1ccc(C(=O)Nc2ccc(-c3cn4ccsc4n3)cc2)cc1S(=O)(=O)N1CCOCC1,-53%,7%,5%,2.0%,-1.7%,26%,-0.2%,-11%,4%
Cc1cccc(C)c1N(CC(=O)N/N=C/c1cc(Br)c(C)o1)S(C)(=O)=O,-23%,11%,2%,8.5%,10%,5%,-0.2%,6%,1%
COC(=O)c1cc(NC(=O)c2ccoc2C)cc(C(=O)OC)c1,-19%,1%,5%,-1.4%,-2.9%,1%,-0.1%,26%,2%
Cc1c(Cl)cccc1NC(=O)CCN1CCN(C)CC1,-40%,-15%,-5%,-1.3%,-3.7%,14%,0.5%,-18%[20 µM],8%
COc1ccc2c(c1)[nH]c1c(=O)n(Cc3ccco3)cnc12,-30%,-19%,-2%,-3.8%,-2.2%,28%,-0.3%,-14%,16%
CN(C)S(=O)(=O)c1cccc(NC(=S)NC2CCCCC2)c1,-14%,3%,-11%,-1.4%,-0.6%,4%,0.0%,5%,2%
C=CCn1c(C(C)NC(=O)c2cccc(C)c2)n[nH]c1=S (stereo not drawn),-18%,19%,15%,0.7%,.,6%,0.2%,-14%[20 µM],-24%
COc1cc(CCC(=O)N2CC(C)OC(C)C2)cc(OC)c1OC (stereo not drawn),-8%,0%,1%,-1.4%,8.4%,9%,0.7%,2%,6%
CN1CCN(S(=O)(=O)c2ccc3ccccc3c2)CC1,-18%,-5%,4%,-1.2%,0.0%,0%,0.2%,0%,5%
COc1ccc(NC(=O)CCC2COc3ccccc3O2)c(OC)c1 (stereo not drawn),-13%,14%,5%,0.6%,-0.8%,2%,-0.1%,-10%,5%
Cc1c(/C=C(\CC(=O)O)c2nc3ccccc3s2)cc(C#N)n1C,4%,12%,-4%,0.0%,5.5%,5%,0.3%,-24%,9%
SMILES,NOD1 inhibition,NOD2 inhibition,GPR55 LPI antagonism,HIV peptide binding,KOR beta-arrestin-1,SV40 large T antigen,GPR55 activation,KOR beta-arrestin-2,MgcRacGAP inhibition
NC(N)=NS(=O)(=O)c1ccc(N/C=C/C(=O)c2ccc(Cl)c(Cl)c2)cc1,-1%,2%,-1%,3.1%,2.4%,4%,0.0%,-33%,6%
NC(=O)C1CCCN(C(=O)CCCNC(=O)c2ccc(Cl)cc2)C1 (stereo not drawn),4%,16%,2%,-1.2%,-0.3%,0%,1.3%,6%,6%
Cc1cccc2c(=O)c(Br)c(C)n(Cc3ccccc3)c12,-7%,19%,4%,-0.7%,1.1%,5%,-0.1%,-40%[20 µM],3%
CCCc1cc(=O)n2[nH]c(NCc3ccc(OC)c(OC)c3)nc2n1,-18%,10%,13%,0.2%,-2.2%,6%,-0.3%,4%,4%
CCOC(=O)N/N=C(/C)c1ccc([N+](=O)[O-])o1,11%,27%,.,-1.5%,4.9%,8%,-0.1%,-12%,-2%
Nc1nc(CSCCO)nc(Nc2ccccc2)n1,-15%,13%,10%,-0.8%,-2.4%,0%,0.0%,-7%,8%
CN(CC(=O)N1CCCC1)S(=O)(=O)c1cccc(Cl)c1,5%,-31%,3%,-0.1%,-0.2%,7%,0.5%,-32%,10%
COc1ccc(CC(=O)OCC(=O)Nc2ccc(Cl)c(S(=O)(=O)N(C)C)c2)cc1,-36%,0%,8%,-0.4%,-1.8%,13%,-0.4%,6%,0%
CC(Sc1c[nH]c2ccccc12)C(=O)O (stereo not drawn),3%,-5%,12%,0.0%,9.7%,1%,0.0%,-38%,7%
N#Cc1c(N2CCN(c3ccc(F)cc3)CC2)nc(N)c2c(N)nc3c(c12)CC(=O)N3C1CC1,-15%,-28%,13%,12%,0.4%,7%,0.1%,-14%,-4%
COc1ccc(CN2CCn3ncc(C(=O)Nc4ccccc4)c3C2=O)cc1,12%,-18%,-7%,-0.1%,-2.4%,7%,0.3%,23%,6%

# Only part of the results is shown; the hit share may differ from the screen's.
